Dyrk1A ADPGlo: inhibitors of rat Dyrk1A kinase | inhibition, % at 12.5 µM | ADP-Glo luminescence, NFATc1 peptide | 0.43% of 310,000 active | Q63470; in the data active = inhibition above about 50%;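 also: plate controls were vehicle with enzyme for no effect and no enzyme for full effect; many of its hits are not listed in these tables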
KCNK3 inh: human KCNK3 channel inhibition, primary screen | O14649 | AID 602410 | CHO-KCNK3 thallium flux, FluxOR fluorescence; hits give low values | 0.84% of 340,000 active | B-score at 10 µM;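 active = B-score under library mean minus 4 SD, starting fluorescence ratio at most library mean plus 5 SD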;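 also: more negative B-score means stronger inhibition of thallium flux through KCNK3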
PolyA inh: yeast polyadenylation inhibition; S. cerevisiae SKY197-pL101 polyadenylation reporter, beta-gal luminescence; efflux-impaired pdr1/pdr3 knockout yeast; score 100 = 6 SD above DMSO; AID 1875; 0.02% of 300,000 active; calls only at 12 µM;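 active = lowest replicate activity score at least 50, where 100 means six control SD above control mean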;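 also: yeast exposed to compound for 9 h at 30 °C; higher score means more reporter readthrough which indicates perturbed polyadenylation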
KCNQ1 block: human KCNQ1 channel inhibition; 1.3% of 310,000 active; B-score at 10 µM; CHO-K1 KCNQ1, FluxOR thallium flux fluorescence; hits give high values; AID 2642;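 active = compounds whose thallium flux B-score, printed positive for inhibition, exceeds three library SD while starting fluorescence stays within three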;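 also: channel opened by potassium depolarization with thallium stimulus after 20 min compound exposure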
KCNK9 inh: human KCNK9 channel inhibition; Q9NPC2; HEK293 KCNK9, FluxOR thallium flux fluorescence; hits give low values; B-score at 10 µM; 1.2% of 310,000 active; AID 488922;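 active = ratio B-score over 3 SD below the library mean, with starting fluorescence within 5 SD of its mean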;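 also: negative B-score means less thallium flux so channel inhibition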
Target sequence (Q9NPC2 whole entry, looked up): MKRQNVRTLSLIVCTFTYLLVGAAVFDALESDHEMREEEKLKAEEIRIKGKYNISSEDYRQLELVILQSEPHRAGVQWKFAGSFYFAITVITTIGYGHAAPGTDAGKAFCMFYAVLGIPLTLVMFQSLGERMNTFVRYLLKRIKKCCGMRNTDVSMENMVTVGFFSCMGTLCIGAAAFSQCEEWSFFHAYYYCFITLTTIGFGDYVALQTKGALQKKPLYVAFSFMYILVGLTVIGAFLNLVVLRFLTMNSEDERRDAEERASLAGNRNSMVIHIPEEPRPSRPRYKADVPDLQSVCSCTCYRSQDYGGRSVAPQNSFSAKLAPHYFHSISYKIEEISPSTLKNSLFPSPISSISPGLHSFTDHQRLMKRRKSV
GSK3 alpha inh: human GSK-3 alpha kinase inhibition; P49840; ADP-Glo luminescence, 60 min; inhibition, % at 10 µM; 0.1% of 320,000 active; AID 2650;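 in the data active = inhibition above about 50%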;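 also: GST-tagged GSK-3 alpha with peptide substrate and 25 µM ATP; 0% = DMSO neutral wells and 100% = GW8510 positive control wells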
Target sequence (P49840 whole entry, looked up): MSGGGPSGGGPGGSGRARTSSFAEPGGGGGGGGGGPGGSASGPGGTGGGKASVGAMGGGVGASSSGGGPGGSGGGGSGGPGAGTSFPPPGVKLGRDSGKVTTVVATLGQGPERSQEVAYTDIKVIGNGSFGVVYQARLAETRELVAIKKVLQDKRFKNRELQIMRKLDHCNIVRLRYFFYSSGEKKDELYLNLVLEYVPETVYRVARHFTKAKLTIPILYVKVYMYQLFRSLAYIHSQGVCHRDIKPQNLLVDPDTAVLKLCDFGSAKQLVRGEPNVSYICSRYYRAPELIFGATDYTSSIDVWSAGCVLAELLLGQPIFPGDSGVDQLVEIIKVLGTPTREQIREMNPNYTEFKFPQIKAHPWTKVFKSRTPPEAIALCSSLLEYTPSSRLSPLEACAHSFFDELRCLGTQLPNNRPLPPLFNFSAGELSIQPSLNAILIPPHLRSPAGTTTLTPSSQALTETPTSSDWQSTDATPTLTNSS
RGS4 act: RGS4 potentiation or activation; HEK293 M3R/inducible RGS4, carbachol calcium flux Fluo4; hits give low values; 0.92% of 310,000 active; B-score at 10 µM; AID 463111;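 active = B-score of the integrated calcium signal more than 4 SD below the library mean, with starting fluorescence not abnormally high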;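 also: negative B-score means reduced calcium response which marks RGS4 activation or potentiation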
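Detection: kinetic calcium fluorescence imaging with Fluo4-AM dye, 2 µM / Material: HEK293 cells with stable M3R and inducible RGS4 / Schedule: recording 10 s baseline at 1 Hz, 100 s post-agonist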
GSK3beta inhib: human GSK3beta kinase inhibition; activity score (negative = inhibition), % at 10 µM; P49841; AID 2097; 0.038% of 300,000 active; GST-GSK3beta kinase, ADP-Glo luminescence, 60 min; hits give low values;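 active = more than half of replicate wells score below -50%, meaning over 50% inhibition versus plate controls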;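 also: 0% = median DMSO wells and -100% = median GW8510 positive control wells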
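Test system: GST-fused GSK3beta enzyme, cell-free | Quantity: 1.6 ng GST-GSK3beta enzyme per well | Reagent: 25 µM ATP with peptide substrate | Schedule: 60 min enzyme reaction, room temperature | Signal: Luminescent ADP-Glo measurement of ADP formed | Read-out basis: Score relative to plate controls | Control set: DMSO and 20 µM GW8510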
RGS4 inh: human RGS4 inhibition. P49798. HEK293 M3R/RGS4 inducible, Fluo-4 calcium flux; hits give high values; triggered by carbachol at its EC20. B-score at 10 µM. 0.45% of 310,000 active;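 active = B-score, a plate-corrected calcium signal, over three deviations above library mean, with baseline fluorescence within five deviations of library mean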;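 also: RGS4 expression induced by doxycycline in cells with stable M3 receptor; B-score is computed from the integrated fluorescence ratio over baseline after carbachol; higher B-score means a larger calcium signal and so more RGS4 inhibition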
Target sequence (P49798 whole entry, looked up): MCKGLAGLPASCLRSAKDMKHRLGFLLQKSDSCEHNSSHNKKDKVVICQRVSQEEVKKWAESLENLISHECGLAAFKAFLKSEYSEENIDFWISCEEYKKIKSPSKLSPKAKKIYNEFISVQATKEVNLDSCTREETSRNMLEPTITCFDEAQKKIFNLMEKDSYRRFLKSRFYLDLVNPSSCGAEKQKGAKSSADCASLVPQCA
KCNQ1 act: potentiates or activates the human KCNQ1 potassium channel; P51787; CHO-K1 KCNQ1, thallium flux FluxOR fluorescence; hits give high values; B-score at 10 µM; 0.35% of 310,000 active;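 active = fluorescence ratio B-score, a plate-corrected score, at least three library SD, with initial intensity B-score within 5 SD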
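Medium – assay buffer, equal DMSO in all wells · Material – CHO-K1 cell line with stable KCNQ1 potassium channel expression · Signal – kinetic FluxOR thallium fluorescence, 10-s 1-Hz baseline, 110-s post-stimulus read · Compound – single concentration per compound, DMSO matched to controls · Schedule – 37 °C overnight plating, 90-min dark dye load, 20-min compound pretreatment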
hERG protect: hERG (human) protection from proarrhythmic block; Q12809; CHO-hERG, FluxOR thallium flux, dofetilide IC70 present; activation (rescue from dofetilide block), less the hit threshold, % at 10 µM; 0.51% of 310,000 active; AID 1511;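 active = activation above the mean of controls blocked by dofetilide plus 5 SD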;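 also: thallium influx through hERG after potassium depolarization seen as dye fluorescence rise; in these data hits start at about 4.7%; inactives centre near -7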
* hit, by the source's call; i = inactive; . = no result given. These rows are one share of the data (hit frequency here may not be typical).

Order of results: Dyrk1A ADPGlo	KCNK3 inh	PolyA inh	KCNQ1 block	KCNK9 inh	GSK3 alpha inh	RGS4 act	GSK3beta inhib	RGS4 inh	KCNQ1 act	hERG protect
COc1ccc(-c2nc(C)c(C(C)=O)n2O)cc1[N+](=O)[O-]
→ -3	i	i	i	i	6	i	-1	i	i	-10
COCC(C)n1c(SCc2cc(C(=O)OC)c(C)o2)nc2ccccc2c1=O (stereo not drawn)
→ -5	-8.9*	i	i	i	-2	i	0	i	i	-12
COC(=O)c1ccc(CSc2nnc(-c3ccncc3)o2)o1
→ -10	i	i	i	i	66*	i	-42	i	i	-4
CCN1CCN(C(=O)CN2C(=O)COc3ccc(S(=O)(=O)N4CCOCC4)cc32)CC1
→ .	i	i	i	i	.	i	1	i	i	-5
COc1ccccc1C(=O)N1CCN=C1c1ccccc1
→ -6	i	i	i	i	-2	i	-4	i	i	-14
COc1ccc(/C=N/Nc2c(Cl)cc(Cl)cc2Cl)cc1CN1CCOCC1
→ 0	i	i	i	i	3	i	2	i	i	-7
COc1ccc(N2CCN(S(=O)(=O)CCNC(=O)COc3ccccc3OC)CC2)cc1
→ -3	i	i	i	i	-2	i	-1	i	i	-6
CN(Cc1ccccc1)C(=O)C1CCCN(Cc2cccc(Cl)c2)C1 (stereo not drawn)
→ -2	i	i	i	i	-4	i	-3	i	i	-8
CC(CC(=O)O)CC(=O)Nc1cc([N+](=O)[O-])ccc1O (stereo not drawn)
→ 2	i	i	i	i	-5	i	0	i	i	-5
COc1cc(C(=O)N2CCN(Cc3ccc4c(c3)OCO4)CC2)cc(OC)c1OC
→ -4	i	i	i	i	1	i	1	i	i	-8
Cc1cc([N+](=O)[O-])nn1CCCC(=O)Nc1ccc(Cl)cc1Cl
→ 4	i	i	i	i	-2	i	-1	i	i	-8
Cc1nc(SCC(=O)c2c[nH]c3ccccc23)n[nH]1
→ -2	i	i	i	i	2	i	0	i	i	-6
O=C(COC(=O)/C=C/c1ccc(C(F)(F)F)cc1)NCC1CCCCC1
→ -7	i	i	i	i	-5	i	-3	i	i	-9
Nc1ccc2nc(N3CCOCC3)sc2c1
→ 0	i	i	i	i	-1	i	-7	i	i	-5
CC(=O)c1ccc(-c2ccc(C(=O)NCC3CCCO3)o2)cc1 (stereo not drawn)
→ 10	i	i	i	i	.	i	2	i	i	-4
FC(F)(F)C1=CC(c2ccc(Cl)cc2)=NCCN1
→ -1	i	i	i	i	-5	i	-3	i	i	-8
O=C(Nc1ccc2c(c1)OCO2)C1CC(=O)N(c2cccc(Cl)c2)C1 (stereo not drawn)
→ -1	i	i	i	i	1	i	-5	i	i	-5
CC(=O)N1CCN(CC(O)COc2ccc(OCc3ccccc3)cc2)CC1 (stereo not drawn)
→ 1	i	i	i	i	1	i	2	i	i	-7
Cc1c(NC(=O)CSc2nc(-c3ccco3)cc(C(F)(F)F)n2)c(=O)n(-c2ccccc2)n1C
→ 4	i	i	i	i	-3	i	-3	i	i	-9
COCCCn1c2nc3ccccc3nc2c2c(=O)n(Cc3ccc(Cl)cc3)cnc21
→ 0	i	i	i	i	-1	i	3	i	i	-2
Cc1ccccc1-c1nc(C#N)c(NCc2ccco2)o1
→ 25	i	i	i	i	2	i	-8	i	i	-7
O=C(NNC(=S)Nc1ccc(F)cc1F)c1ccco1
→ -1	i	i	i	i	-4	i	0	i	i	-11
Cn1nc(C(=O)Nc2ccc(S(=O)(=O)N3CCOCC3)cc2)c2ccccc2c1=O
→ -1	i	i	i	i	-1	i	-1	i	i	-23
C/C(=N\NC(=S)NC(C)C)c1ccccc1OC(F)F
→ .	i	i	i	i	0	i	1	i	i	-4
O=C(O)COc1c(Cl)cc(/C=C2\NC(=O)NC2=O)cc1Br
→ 1	i	i	i	i	18	i	-3	i	i	1
Cc1ccc(-c2nn(-c3ccccc3)cc2CN(Cc2ccccc2)C(=O)CCC(=O)O)o1
→ 1	i	i	i	i	-4	i	1	i	i	-23
O=C(Cc1ccccc1)Nc1ccccc1N1CCOCC1
→ 14	i	i	i	i	-2	i	-1	i	i	-7
Cc1cccc(NC(=O)c2ccccc2NC(=O)C(C)(C)C)n1
→ 14	i	i	i	i	-1	i	3	i	i	-7
CN(C(=O)Nc1ccc(S(=O)(=O)N(C)C)cc1)C1CCCCC1
→ 7	i	i	i	i	0	i	-1	i	i	-5
CCCC(=O)NC(c1ccc(C)cc1)c1ccc2cccnc2c1O (stereo not drawn)
→ .	i	i	i	i	1	i	-2	i	i	-4
CCN(CC)S(=O)(=O)c1ccc(NC(=O)C(OC)c2ccccc2)cc1 (stereo not drawn)
→ -1	i	i	i	i	-1	i	4	i	i	-13
COC(=O)c1sccc1NC(=S)N1CCC(C(N)=O)CC1
→ 19	i	i	i	i	7	i	-3	i	i	-3
NS(=O)(=O)c1ccc(NC(=O)Nc2cccc3ccccc23)cc1
→ 3	i	i	i	i	-4	i	0	i	i	-11
CCn1cnc2scc(-c3ccc(OC)cc3)c2c1=O
→ 42	i	i	i	i	-2	i	2	i	i	-8
O=C1Nc2cc(Br)ccc2C1(O)c1ccccc1O (stereo not drawn)
→ 1	i	i	i	i	0	i	0	i	i	-3
O=[N+]([O-])c1ccccc1-c1cc(-c2cc(Cl)ccc2O)n[nH]1
→ 35	i	i	i	i	3	i	5	i	i	-4
NC(=NCCc1c[nH]c2ccccc12)NS(=O)(=O)c1ccc2ccccc2c1
→ -2	i	i	i	i	-2	i	-1	i	i	-12
O=C(Cn1c(=O)n(CC2CCCO2)c(=O)c2ccccc21)c1ccccc1 (stereo not drawn)
→ -1	i	i	i	i	0	i	-2	i	i	-5
Cc1nc(C(=O)O)nn1-c1cc(Cl)ccc1Cl
→ -1	i	i	i	i	-3	i	3	i	i	-4
O=C(/C=C/c1ccccc1)NC(=S)Nc1ccc(N2CCOCC2)cc1
→ .	i	i	i	i	-6	i	0	i	i	2
CCC(=O)N1CCCC(C(=O)c2ccc(-c3ccccc3)cc2)C1 (stereo not drawn)
→ 2	i	i	i	i	-3	i	-1	i	i	-1
NS(=O)(=O)c1ccc(CCNC(=O)NC2(C(F)(F)F)Oc3ccccc3O2)cc1
→ -8	i	i	i	i	-3	i	1	i	i	-14
S=C(Nc1ccccc1Oc1ccccc1)Nc1cccc(Cl)c1Cl
→ 0	i	i	i	i	-1	i	-1	i	i	-8
Cc1ccc(CN2CCNC(=O)C2CC(=O)NC2CCCCCC2)cc1 (stereo not drawn)
→ -2	i	i	i	i	-3	i	-5	i	i	-11
COc1ccc(N(C(=O)c2snc(C(N)=O)c2N)C(C(=O)NC2CCCC2)c2ccc(C)o2)c(OC)c1 (stereo not drawn)
→ 3	i	i	i	i	0	i	-2	i	i	-5
Cc1ccc(S(=O)(=O)N(CC(=O)NCc2ccco2)Cc2ccccc2F)cc1
→ 2	i	i	i	i	.	i	-2	i	i	-7
Cc1ccc(NC(=O)Nc2ccc3c(c2)nc(C)n3C)cc1
→ 4	i	i	i	i	2	i	-4	i	i	-4
O=C(c1ccc(Cl)cc1Cl)N1CCC(C(=O)N2CCOCC2)CC1
→ 9	i	i	i	i	-1	i	1	i	i	-1
O=[N+]([O-])c1ccc(Cc2ccncc2)cc1
→ 0	i	i	i	i	8	i	0	i	i	-5
Cc1ccc(C(=O)OCC(=O)NCc2ccco2)cc1S(=O)(=O)N1CCOCC1
→ -1	i	i	i	i	-1	i	-1	i	i	-10
O=C(NCc1cccnc1)c1cc(-c2ccc(Cl)cc2)oc1C(F)(F)F
→ .	i	i	i	i	-1	i	3	i	i	-10
CCN1C(=O)/C(=C2/SC(C)=C(C)N2CC)SC1=S
→ 4	i	i	i	i	-1	i	-2	i	i	-12
Cc1cc(=O)c(C(=O)O)nn1-c1ccccc1F
→ -6	i	i	i	i	0	i	2	i	i	-7
O=C(CCNC(=O)c1ccccc1Cl)Nc1ccc(S(=O)(=O)Nc2ncccn2)cc1
→ .	i	i	i	i	9	i	1	i	i	-9
Cc1nnc(NC(=O)C2CCCC2)s1
→ 5	i	i	i	i	-2	i	3	i	i	-9
Cc1nn(CC(=O)N2CCN(C34CC5CC(CC(C5)C3)C4)CC2)c(C)c1[N+](=O)[O-]
→ -6	i	i	i	i	-1	i	2	i	i	-8
CCOC(=O)CSc1nc(C)cc(C)c1C#N
→ -6	i	i	i	i	-1	i	-2	i	i	-2
FCCCOc1ccc(-c2nccc(-c3ccc(Cl)cc3)n2)cc1
→ -3	i	i	i	i	-1	i	-1	i	i	-3
Cc1nc2sc(C(c3cccs3)N3CCN(c4cccc(Cl)c4)CC3)c(O)n2n1 (stereo not drawn)
→ 0	i	i	i	i	-4	i	1	i	i	-11
O=C(Nc1ccccc1O)c1ccc(Cl)cc1
→ 3	i	i	i	i	0	i	-23	i	i	-6

Remaining list, next part:
Order of results: Dyrk1A ADPGlo	KCNK3 inh	PolyA inh	KCNQ1 block	KCNK9 inh	GSK3 alpha inh	RGS4 act	GSK3beta inhib	RGS4 inh	KCNQ1 act	hERG protect
CC1CCN(C(=O)CSc2nnc3ccc(-c4cccnc4)nn23)CC1
→ 3	i	i	i	i	0	i	0	i	i	-12
CCN(CC(=O)NC(C)C)C(=O)CCNC(=O)c1ccc(Cl)cc1
→ 0	i	i	i	i	0	i	2	i	i	-12
CCOC(=O)Cc1csc(N/C(=N/S(=O)(=O)c2ccc(F)cc2F)c2ccccc2)n1
→ -1	i	i	i	i	-1	i	-4	i	i	-6
COc1ccc(S(=O)(=O)N(CCCN2CCCC2=O)Cc2cc3c(C)ccc(C)c3[nH]c2=O)cc1
→ 8	i	i	i	i	4	i	2	i	i	-4
CCOC(=O)Cc1csc(NC(=O)Nc2ccccc2)n1
→ -8	i	i	i	i	-17	i	0	i	i	-2
Cc1ccc(-c2csc(N3CCN(c4cc5c(cc4Cl)nc(-c4ccncc4)n5CCOCCO)CC3)n2)cc1
→ 12	i	i	i	i	-1	i	3	i	i	-15
Cc1nn(CC(=O)NC2CCCCC2)c(=O)c2cccn12
→ 0	i	i	i	i	-1	i	-3	i	i	-5
O=C(NNC(=O)C1CC1)c1cc(Cl)nc2ccccc12
→ 2	i	i	i	i	3	i	2	i	i	-11

Bioassay records: PubChem, several laboratories
